Screening results: PubChem BioAssay, National Center for Advancing Translational Sciences (NCATS)
HCMV inh = human cytomegalovirus inhibition; 410,000 compounds, 4.5% hits; AID 1259415; activity change, negative = inhibition, % at 57.5 µM; HFF cells, HCMV-luciferase reporter, 72 h; hits give low values; in the data active means activity change below about -60%; inconclusive means no clear call, values can overlap the other calls; inactive means above about -39%
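Compounds were evaluated in HFFs infected with an HCMV luciferase reporter virus (MOI 1 PFU/cell). Luciferase in lysates collected 72 h post infection served as the replication measure.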
HCV inh = blocks hepatitis C virus; Huh7.5.1 HCVcc-Cre infection, luciferase reporter, 44 h; Potency, µM (highest dose often 41.8 µM), for inactives: at the top dose activity change, negative = inhibition, hits mostly inhibitors; 340,000 compounds, 3.4% hits; AID 651820; further: potency means the concentration at half of the fitted maximal effect
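Cells (1,000/well) were plated 4 h before compound, then infected with HCVcc-Cre virus (~0.5 moi). After 44 h further culture, infection was read as luciferase luminescence following a 15 min substrate incubation at room temperature.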
AmpC detergent = inhibitors of E. coli AmpC beta-lactamase with detergent; P00811; AmpC hydrolysis of nitrocefin, absorbance 480 nm, 0.01% Triton; Potency, µM (top dose mostly 114 µM), for the others: at the top dose activity change, negative = inhibition, usual class: inhibitors; 370,000 compounds, 0.041% hits;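 further: potency means the concentration at half of the fitted maximal effect; 0% = no-compound wells and -100% = no-enzyme wells; nearly all actives have a fitted effect of over 25% in size; some results filed as inactive show a strong effect at the top dose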
Target sequence (P00811 whole entry, looked up): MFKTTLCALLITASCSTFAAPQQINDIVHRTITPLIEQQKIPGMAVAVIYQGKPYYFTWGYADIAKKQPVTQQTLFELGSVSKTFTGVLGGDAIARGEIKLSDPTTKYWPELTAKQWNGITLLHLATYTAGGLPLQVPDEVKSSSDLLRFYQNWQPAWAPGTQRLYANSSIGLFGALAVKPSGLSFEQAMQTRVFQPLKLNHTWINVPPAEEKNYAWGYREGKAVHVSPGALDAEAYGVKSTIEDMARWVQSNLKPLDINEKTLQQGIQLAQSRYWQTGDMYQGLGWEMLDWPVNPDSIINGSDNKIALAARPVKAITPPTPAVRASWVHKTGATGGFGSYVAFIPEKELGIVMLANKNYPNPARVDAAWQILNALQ
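20 mM phosphate pH 7.0 + 0.01% (detergent screen) or 0.0001% Triton X-100; 5.3 nM AmpC reagent; cpd preinc 15 min RT; nitrocefin (800 uM stock) to start; A480 q20 s × 4 min; Activity was normalised to no-enzyme and no-compound control wells.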
Sm TGR block = blocks Schistosoma mansoni thioredoxin glutathione reductase; 360,000 compounds, 3% hits; Potency, µM (doses to about 114 µM), for inactives: at the highest dose activity change, negative = inhibition, hits mostly inhibitors; purified TGR, DTNB reduction, TNB absorbance 405 nm; AID 485364; further: potency means the concentration at half of the fitted maximal effect; nearly all actives have a fitted effect of over 60% in size
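Kinetic colorimetric format: TGR-catalysed, NADPH-driven DTNB reduction monitored via TNB absorbance. Enzyme dispensed at 20 nM; compound exposure 15 min at room temperature before reaction start.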
AMA1 RON2 block = inhibitors of Plasmodium falciparum AMA1-RON2 interaction; Potency, µM (top dose mostly 58.2 µM), for inactives: at the top dose activity change, negative = inhibition, actives largely listed as inhibitors; 360,000 compounds, 0.2% hits; AlphaScreen AMA1-biotinylated RON2 peptide binding; AID 720542;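 further: potency means the concentration at half of the fitted maximal effect; 0% = vehicle wells and -100% = peptide control; nearly all actives have a fitted effect of over 45% in size; some results filed as inactive show a strong effect at the top dose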
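AMA1 (3D7) with his tag at 25 nM final met compounds first, then biotinylated RON2 peptide at 25 nM; detection used donor plus acceptor beads, 10 µg/mL apiece, read by AlphaScreen after 30 min at room temperature.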
FBPA Giardia inh = blocks Giardia fructose-bisphosphate aldolase activity; Potency, µM (doses to about 59.6 µM), for inactives: at the top dose activity, negative = inhibition, most hits filed as inhibitors; purified Giardia FBPA; A8B2U2; 290,000 compounds, 0.71% hits; further: potency means the concentration at half of the fitted maximal effect; nearly all actives have a fitted effect of over 55% in size
Target sequence (A8B2U2 whole entry, looked up): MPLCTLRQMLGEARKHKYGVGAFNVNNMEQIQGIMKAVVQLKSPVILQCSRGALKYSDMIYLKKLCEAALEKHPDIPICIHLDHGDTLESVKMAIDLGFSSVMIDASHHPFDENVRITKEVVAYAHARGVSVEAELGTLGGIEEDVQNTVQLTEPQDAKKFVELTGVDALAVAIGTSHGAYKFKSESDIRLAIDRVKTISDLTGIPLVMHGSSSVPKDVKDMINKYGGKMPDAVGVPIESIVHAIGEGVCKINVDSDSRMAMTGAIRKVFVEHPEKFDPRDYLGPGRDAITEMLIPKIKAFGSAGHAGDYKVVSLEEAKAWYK
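40 nM FBPA preincubated 10 min at RT with compound (up to 57.5 uM final), then substrate plus GAPDH/TPI/NAD/arsenate coupling and diaphorase/resazurin added. Fluorescence read after 20 min at RT, 525/598 nm.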
The depositor's hits bear a star; ? = inconclusive; . = no result given; & = joins results of further samples; [ ] = remark or other dose. Unless noted, the call rests on the fitted dose curve; in most records, active means well fitted curve in the direction sought with a large enough effect; inconclusive means small, poorly fitted or top-dose-only effect, or another doubt; inactive means no such curve, though single readings can be large; an effect the other way counts as inactive or inconclusive. Unless noted, on the % scale 0 is the no-effect control and ±100 the full control effect.

SMILES	Sm TGR block	HCMV inh	FBPA Giardia inh	AMA1 RON2 block	HCV inh	AmpC detergent
CC(=O)c1cccc(NC(=O)C2COc3ccccc3O2)c1 (configuration not stated)	-5%	36	11%	9%	-16%	-13%
CC(C)CC1CCCCC1OC(=O)CN1CCCCC1 (configuration not stated)	1%	-14	10%	-1%	-5%	3%
O=C(NCCc1ccccc1)c1ccc2c(c1)OCCO2	0%	-79*	.	1%	22%	0%
Cc1cc(C)c(NC(=O)CSc2nc3ccccc3c3nc(-c4ccccc4)nn23)c(C)c1	0%	13	.	.	.	7%
COc1cccc(CNC(=O)C2CCN(S(=O)(=O)c3cnc[nH]3)CC2)c1	10%	-17	4%	8%	1%	0%
CCOC(=O)c1c(C)c(C(=O)NCc2ccc(OC)cc2)c(C)n1CC	1%	-2	.	.	.	-5%
O=S(=O)(/C=C/c1ccccc1)NCc1ccccc1Cl	2%	-29	-8%	-1%	?	?
Cc1ccc(Cn2nnnc2CN2CCC(O)(c3ccccc3F)CC2)cc1	-18%	?	3%	-3%	12%	-9%
CCCn1c(SCC(=O)N(C)CC(=O)Nc2ccc(Cl)cc2)n[nH]c1=O	0%	-19	.	-8%	-11%	7%
CCOC(=O)C(C)Sc1nc(-c2ccccc2)nc2ccc(F)cc12 (configuration not stated)	-20%	-6	-2%	2%	-16%	0%
CCc1c(C2(O)CCCCC2)[nH]c2ccc(C#N)cc12	.	-12	.	1%	-14%	.
CCN(CC)S(=O)(=O)c1ccc(F)c(C(=O)OC2CC(C)OC2=O)c1 (configuration not stated)	4%	45	11%	1%	7%	5%
CCc1nnc(NS(=O)(=O)c2ccc(NS(=O)(=O)c3ccccc3)cc2)s1	3%	51	10%	3%	1%	-8%
CCCCOC(=O)c1ccc(NC(=O)CN2C(=O)NC3(CCCCCC3)C2=O)cc1	-7%	-35	.	-17%	?	-16%
N#Cc1ccc(/C=N/NC(=O)c2cccc(S(=O)(=O)N3CCOCC3)c2)cc1	-4%	11	6%	32%[activator]	0%	-7%
Cc1cccc(NC(=O)C2CCCN(S(=O)(=O)c3ccc(Br)s3)C2)c1 (configuration not stated)	-2%	25	.	.	.	14%
Fc1c(F)c(F)c(SCn2cc(Br)cn2)c(F)c1F	-12%	-5	.	-1%	5%	-2%
CCN(CC)C(=O)Cn1c(=O)cc(C)c2c(C)nn(-c3ccc(C)cc3)c21	2%	8	.	.	.	3%
CCn1c(O)c(N=NC(=O)CNc2ccc(C)cc2)c2ccccc21	5%	-6	-6%	?	-9%	-4%
CCCn1c(SCC(=O)N2CCCCC2)nnc1C(C)C	-3%	?	0%	24%	1%	0%
O=C(CCC(=O)N1CCOc2ccc(Cl)cc21)NCCN1CCOCC1	14%	1	5%	-3%	2%	-10%
C#CCOc1cc(C2C3=C(COC3=O)Nc3cc4c(cc32)OCO4)ccc1OC (configuration not stated)	-5%	4	1%	5%	-4%	?
CCN(CC(=O)NC(=O)NCc1ccccc1)Cc1nc2ccccc2c(=O)[nH]1	89µM*	6	18µM*	106%[activator]	-9%	?
CN(c1nc2ccccc2n2c(-c3ccco3)nnc12)S(=O)(=O)c1ccccc1	1%	62	8%	0%	23%	9%

Structures listed so far that have an aryl methoxy group, in the order listed:
SMILES	Sm TGR block	HCMV inh	FBPA Giardia inh	AMA1 RON2 block	HCV inh	AmpC detergent
COc1cccc(CNC(=O)C2CCN(S(=O)(=O)c3cnc[nH]3)CC2)c1	10%	-17	4%	8%	1%	0%
CCOC(=O)c1c(C)c(C(=O)NCc2ccc(OC)cc2)c(C)n1CC	1%	-2	.	.	.	-5%
C#CCOc1cc(C2C3=C(COC3=O)Nc3cc4c(cc32)OCO4)ccc1OC (configuration not stated)	-5%	4	1%	5%	-4%	?

(list continues)
SMILES	Sm TGR block	HCMV inh	FBPA Giardia inh	AMA1 RON2 block	HCV inh	AmpC detergent
Cc1ccc(C)c(OCc2cc(C(=O)N(C)Cc3nccs3)no2)c1	-1%	-25	1%	2%	-1%	-10%
Cc1ccc(CN2C(=O)N/C(=C\c3ccc(N4CCOCC4)cc3)C2=O)cc1	-4%	-7	6%	24%	13%	-9%
CN(C)S(=O)(=O)c1cc(NC(=O)CSc2ncc(C(F)(F)F)cc2Cl)ccc1Cl	-1%	?	0%	0%	?	-9%
O=C(CCCN1C(=O)/C(=C\c2cccc(Br)c2)SC1=S)Nc1cccnc1	-11%	-99*	16%	-14%	?	-14%
C#CCOCCOCCOCCNc1nc(N2CCN(C(=O)[C@H]([C@@H](C)CC)n3cc(CCC(=O)O)nn3)CC2)nc(N2CCN(C(=O)[C@H](CCCCN)n3cc(CC(C)O)nn3)CC2)n1 (some centres not stated)	.	-1	.	6%	39%[activator]	.
Cc1ccc(S(=O)(=O)N(C)C)cc1NC(=O)c1cc(=O)[nH]c2ccccc12	10%	8	-25%	-1%	-14%	3%
O=C(COc1ccc(S(=O)(=O)NC2CCCC2)cc1)N1CCCCCC1	0%	-4	-6%	27%	3%	1%
CCCOc1ccc(N2C(=O)CC(N3CCN(c4ccc([N+](=O)[O-])cc4)CC3)C2=O)cc1 (configuration not stated)	-31%	-7	1%	-3%	?	-17%
Cc1cccc(NC(=O)Cn2nnc(C(=O)NCc3ccco3)c2N)c1	-6%&-12%	122&-3	3%	0%	6%	-1%&0%
Cc1cccc(NC(=O)C2C(c3ccccc3)C2(Cl)Cl)c1 (configuration not stated)	0%	?	-11%	19%	-12%	-2%
O=C(N/C(=C/c1ccco1)C(=O)N1CCCCCC1)c1cccs1	-34%	25	0%	58%[activator]	14%	-7%
Cn1c(=O)c2c(O)c(Cc3ccccc3)c(=O)[nH]c2n(C)c1=O	4%	-40	-6%	4%	20%	-9%
CCOc1cc(/C=C2\N=C(C)OC2=O)cc(Br)c1OCC(=O)OC	25µM*	61	5%	0%	3%	1%
Cc1ccc(S(=O)(=O)N(C)C)cc1NC(=O)C(C)N(C)Cc1sccc1C (configuration not stated)	-1%	-61*	.	-4%	7.1µM*	-3%
O=C(Cn1cc(S(=O)(=O)Cc2ccccc2F)c2ccccc21)N1CCOCC1	0%	16	.	13%	4%	6%
COC(=O)[C@@H]1OC(=O)[C@H]2O[C@@]23[C@@]1(C)CC[C@@H]1[C@@]2(C)C=CC(=O)OC(C)(C)[C@@H]2CC(=O)[C@]13C	-9%	2	.	6%	2%	-2%
CCOC(=O)c1c(C)[nH]c(C(=O)COC(=O)CNC(=O)c2ccccc2Cl)c1C	-2%	-34	10%	-19%	?	1%
CCCCc1cc(=O)oc2c(C)c(OCc3nn[nH]n3)ccc12	23%	-8	?	5%	16%	-8%
COc1ccc(CNc2ncnc3sccc23)cc1	3%	-73*	8%	12%	?	-2%
Cc1ccc2[nH]cc(CCCN3C(=O)c4ccccc4C3=O)c2c1	-5%	?	-4%	-3%	-2%	-11%
Cc1ccc(C)c(N(C)S(=O)(=O)c2ccc3[nH]cc(C(=O)NC4CCCC4)c(=O)c3c2)c1	1%	-75*	.	.	.	10%
COc1ccc(N2CCN(CC(=O)Nc3ccc(C)cc3)CC2)cc1	0%	-5	10%	-13%	4%	-12%
Cc1nn(-c2ccc(N3CCCC3)nn2)c(C)c1CCC(=O)N1CCN(c2ccccc2F)CC1	3%	-62*	.	.	.	-3%
CCCCC(=O)Nc1ccc(NC(=O)c2ccc3c(c2)OCO3)cc1OC	-2%	17	2%	-16%	2.5µM*	-13%
CCCC1C(=O)N2C(N(C)C)=Nc3ccc(C)cc3N2C1=O (configuration not stated)	?	70	.	-9%	15%	-10%
Cc1ccc(-n2[nH]c(C)c(/C=C3/C=Nc4ccccc43)c2=O)cc1C	-24%	146	0%	-2%	19%	?
CCCCC(c1nnnn1Cc1ccco1)N1CCN(c2nc3ccccc3s2)CC1 (configuration not stated)	?	-21	-1%	-27%	?	-14%
Nc1nnc(SCC(=O)Nc2ccc3c(c2)OCCO3)s1	-12%	71	0%	25%	14%	1%
CCCCCC(=O)Nc1ccc(S(=O)(=O)Nc2ccc(Cl)nn2)cc1	-3%	34	4%	29%	-1%	-10%
COc1ccc(CC(=O)Nc2ccc(N3CCOCC3)cc2)cc1S(=O)(=O)N1CCOCC1	10%	-32	1%	-21%	5%	-9%
Cc1ccccc1OCC1Cn2c(nc3c2c(=O)n(C)c(=O)n3C)O1 (configuration not stated)	-10%	-14	8%	-7%	-16%	-2%
O=C(c1cc2ccccc2oc1=O)N1CCOCC1	8%	-35	3%	5%	1%	?
COc1ccc(N(CC(=O)Nc2nc3ccc(C)cc3s2)S(=O)(=O)c2c(C)nn(C)c2C)cc1	1%	-26	-6%	-11%	?	-10%
CCc1nn(CC(=O)NCCCN(C)C2CCCCC2)c(=O)c2cc3occc3n12	-16%	.	.	16%	?	0%
O=C(CNC(=O)c1ccc(-c2ccccc2)cc1)Nc1ccc(S(=O)(=O)Nc2ncccn2)cc1	3%	-7	8%	-1%	8%	-6%
O=C(COC(=O)c1cc(Cl)ccc1O)c1ccc2c(c1)OCO2	-3%	-3	.	0%	-5%	0%
CCOc1ccc2[nH]cc(S(=O)(=O)c3ccc(C)cc3)c(=O)c2c1	-1%	-28	6%	-1%	-26%	5%
CCOc1ccc(N2CC(C(=O)NCc3nnnn3-c3ccc(C)c(C)c3)CC2=O)cc1 (configuration not stated)	0%&8%	-26&13	-4%	-3%	6%	-3%&23%
CCN(CC(=O)Nc1ccc(NC(C)=O)cc1)CC(=O)Nc1ccc(Cl)c(Cl)c1	0%	-1	7.9µM*	?	32%[activator]	?
COc1ccccc1C(=O)COC(=O)CN1C(=O)C2CC=CCC2C1=O (configuration not stated)	?	-18	.	-4%	5%	-8%
C=CCNC(=O)c1cccc(NS(=O)(=O)c2ccc(Cl)cc2)c1	4%	-20	-6%	-6%	4%	0%
O=C(O)Cc1sc(Nc2ccc(F)cc2)nc1-c1cccs1	-26%	29	-10%	5%	-2%	2%
O=C(NCC1CCCO1)C1CCCN(S(=O)(=O)c2ccc(Cl)cc2)C1 (configuration not stated)	6%	-15	2%	11%	-1%	?
Cc1ccc(NS(=O)(=O)c2ccccc2[N+](=O)[O-])cc1C	1%	?	6%	-7%	9%	5%
Cn1c(C(O)c2ccc(Cl)cc2)nc(Cl)c1Cl (configuration not stated)	0%	-35	-3%	-11%	-23%	?
CN1CCN(c2ccc(NC(=S)NC(=O)c3cccc4c(Br)cccc34)cc2)CC1	-17%	15	-16%	0%	?	?
COc1ccc(NC(=O)COc2cc(C)cc(C)c2)cc1S(=O)(=O)N1CCCCC1	-2%	-34	.	-2%	4µM*	?
CCn1c(SCC(=O)NC2CCCc3ccccc32)nnc1-c1ccncc1 (configuration not stated)	-15%	-24	3%	29%	6%	-6%

Rows were taken by chance. Share with any hit: about 9.3%.
